FN deposit inh: fibronectin deposition inhibition; AH1F fibroblasts, Alexa488-fibronectin deposition fluorescence, overnight; inhibition, % at 12.6 µM; 350,000 tested, 0.086% active; AID 743247;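 active means mean inhibition across replicates of 30% or more, regardless of how many single replicates reach that level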;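 further: positive control wells lacked labelled fibronectin entirely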
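Material: AH1F fibroblasts assembling fluorescent fibronectin matrix; amount: 10000 AH1F cells/well; medium: DMEM, 2% serum; reagent: Alexa488-fibronectin, 24 nM final in well; dosing: single compound dose, delivered by pin transfer; incubation: 1 h adhesion, overnight exposure; detection: fluorescence after three HBSS washes, excitation 485 nm, emission 525 nm; measure: fibronectin deposition inhibition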
PGC1a acetyl inh: PGC1a acetylation modulation, inhibitor mode; U2OS PGC1a acetylation, AlphaScreen anti-acetyl-lysine; with virally co-expressed GCN5 acetyltransferase; inhibition, % at 15.6 µM; 350,000 tested, 0.17% active; AID 651687;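 active means every replicate shows inhibition of at least 40%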;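 further: 0% = neutral control wells and 100% = positive control wells; some results beyond the cut were filed as inactive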
PglD inh: blocks C. jejuni PglD acetyltransferase activity | purified PglD enzyme, DTNB colorimetric CoA detection | inhibition, % at 12.5 µM | AID 602405 | 360,000 tested, 0.098% active; in the data active means inhibition above about 16%, passing the limit was not always enough; further: strong numbers were not always called active
Active calls of the source: *. Some of the compounds tested; rates above refer to the full screens.

`COc1ccc(-c2noc(CCC(=O)NCCCN3CCC(Cc4ccccc4)CC3)n2)cc1` gave FN deposit inh 8, PGC1a acetyl inh -32 and PglD inh -8.
`O=[N+]([O-])c1nn(-c2ccccc2)n(O)c1=NCc1ccc2c(c1)OCO2` gave FN deposit inh 1, PGC1a acetyl inh 4 and PglD inh -8.
Screening CCOC(=O)C1CCCN(CCC(=O)Nc2ccc(C)cc2)C1 (configuration not stated) returned FN deposit inh -1, PGC1a acetyl inh -5 and PglD inh 0.
Screening CCn1c(Cc2ccccc2)nnc1SCC(=O)Nc1nccs1 returned FN deposit inh 6, PGC1a acetyl inh -17 and PglD inh 1.
`CN(C)c1cccc(NC2=CC(=[N+]3CCOCC3)CC(C)(C)C2)c1` gave FN deposit inh 3, PGC1a acetyl inh -2 and PglD inh 8.
For Cc1c(C(=O)NCc2ccc3c(c2)OCO3)oc2ccc(S(=O)(=O)N3CCCC3)cc12 the results were FN deposit inh 14, PGC1a acetyl inh 15 and PglD inh 4.
For Cc1cc(C)nc(SCC(=O)N/N=C/c2cccn2-c2cccc(C(F)(F)F)c2)n1 the results were FN deposit inh 4, PGC1a acetyl inh 1 and PglD inh 0.
`COc1ccc(N2C(=O)CCC(C(=O)NCc3ccccn3)C2c2ccc(F)cc2)cc1` (configuration not stated) gave FN deposit inh -7, PGC1a acetyl inh -5 and PglD inh 7.
`O=S(=O)(c1ccc(Oc2ccc(Cl)cc2)c(S(=O)(=O)N2CCCCC2)c1)N1CCCCC1` gave FN deposit inh 4, PGC1a acetyl inh 1 and PglD inh -7.
Screening Cc1cc(NC(=O)CSc2ccc(-c3ccccc3)nn2)no1 returned FN deposit inh 10, PGC1a acetyl inh 4 and PglD inh 4.
CCN1C(=O)/C(=C\N2CCOCC2)SC1=S was read as FN deposit inh -14, PGC1a acetyl inh -3 and PglD inh -2.
`COc1cccc(S(=O)(=O)NCc2ccc(C(=O)NCC3CCCO3)cc2)c1` (configuration not stated) gave FN deposit inh 3, PGC1a acetyl inh -6 and PglD inh 6.
`c1ccc2c(NC3CCCC3)nnc(NC3CCCC3)c2c1` gave FN deposit inh 8, PGC1a acetyl inh 0 and PglD inh 4.
COc1ccc(C(C)C)cc1S(=O)(=O)n1cnc(C)c1 was read as FN deposit inh -5, PGC1a acetyl inh 4 and PglD inh 0.
CC[N+]1(C)CCC(=C2c3ccccc3CC(=O)c3sccc32)CC1 (configuration not stated) was read as FN deposit inh -3, PGC1a acetyl inh 10 and PglD inh -1.
For N#Cc1c(/N=C/c2cc3ccccc3s2)sc2c1CCC2 the results were FN deposit inh 17, PGC1a acetyl inh 8 and PglD inh -7.
O=C(N1CCN(c2ccc(F)cc2)CC1)C12CC3CC(CC(C3)C1)C2 was read as FN deposit inh 5, PGC1a acetyl inh 5 and PglD inh -3.
`Clc1ccc(-c2nn3c(C4COc5ccccc5O4)nnc3s2)cc1` (configuration not stated) gave FN deposit inh 5, PGC1a acetyl inh -17 and PglD inh 9.
`COc1ccc(NS(=O)(=O)c2ccc(SC)cc2)c(OC)c1` gave FN deposit inh -6, PGC1a acetyl inh -18 and PglD inh -1.
COc1ccc(C)cc1NC(=O)Nn1cnnc1 was read as FN deposit inh -34, PGC1a acetyl inh 3 and PglD inh 0.
`CCn1c(SCC(=O)c2ccc3c(c2)OCCO3)nnc1-c1ccco1` gave FN deposit inh 12, PGC1a acetyl inh -3 and PglD inh 3.
Screening CCOC(=O)N1CCN(c2nc(C)c3c(n2)CC(C)CC3=O)CC1 (configuration not stated) returned FN deposit inh 9, PGC1a acetyl inh -20 and PglD inh 2.
For C=C(C)CN(CC)C(=O)COc1ccc(S(=O)(=O)Nc2ccc(OC)cc2)cc1 the results were FN deposit inh -1, PGC1a acetyl inh -17 and PglD inh 0.
Nn1c(SC/C=C/c2ccccc2)nnc1-c1ccccn1 was read as FN deposit inh -1, PGC1a acetyl inh 2 and PglD inh -3.
Screening COc1ccccc1CCn1c(N)c(C#N)c2nc3ccccc3nc21 returned FN deposit inh -12, PGC1a acetyl inh -2 and PglD inh -3.
CCN(CC(=O)NCc1ccc(F)cc1)C(=O)C1CCN(C(=O)Nc2ccccc2)CC1 was read as FN deposit inh 2, PGC1a acetyl inh 2 and PglD inh -4.
CCOC(=O)N/N=C\c1ccc([N+](=O)[O-])o1 was read as FN deposit inh 1, PGC1a acetyl inh -8 and PglD inh 2.
Screening Cc1ccc(CNn2cnnc2SCc2ccc(F)cc2)cc1 returned FN deposit inh 9, PGC1a acetyl inh 5 and PglD inh -3.
`COc1ccc(CCNC(=O)CCn2c(=O)[nH]c3cc(OC)c(OC)cc3c2=O)cc1OC` gave FN deposit inh 7, PGC1a acetyl inh -16 and PglD inh 5.
`C(=N\C(/N=C/c1ccco1)c1ccco1)/c1ccco1` gave FN deposit inh 6, PGC1a acetyl inh -4 and PglD inh 6.
COCCn1cc(C(=O)N2CCC(C)CC2)c2c3ccccc3n(C)c2c1=O was read as FN deposit inh 3, PGC1a acetyl inh 3 and PglD inh 0.
C=CCNC(=O)/C(=C/c1ccco1)NC(=O)c1ccc(Br)o1 was read as FN deposit inh -3, PGC1a acetyl inh 11 and PglD inh -3.
O=C(COc1ccc([N+](=O)[O-])cc1)Nc1ccc(C(=O)NCc2cccnc2)cc1 was read as FN deposit inh -4, PGC1a acetyl inh -192 and PglD inh 2.
`CCOC(=O)C1=C(c2ccccc2)NC(=S)NC1C` (configuration not stated) gave FN deposit inh 4, PGC1a acetyl inh 12 and PglD inh 8.
Screening COc1ccc(NC(=O)N2CCN(c3cccc(C(F)(F)F)c3)CC2)cc1 returned FN deposit inh 4, PGC1a acetyl inh -7 and PglD inh 4.
For CCOC(=O)C1=C(C)N=C2c3ccccc3C(=O)C2C1c1ccccc1 (configuration not stated) the results were FN deposit inh -2, PGC1a acetyl inh 5 and PglD inh -1.
Screening COc1cccc(C(=O)CN(C(=O)c2ccc(Cl)c(Cl)c2)N2C(=O)C3CCCCC3C2=O)c1 (configuration not stated) returned FN deposit inh 10, PGC1a acetyl inh -2 and PglD inh -9.
`COc1ccc(NC(=S)NC(NC(=O)c2cccc(Cl)c2)C(Cl)(Cl)Cl)c([N+](=O)[O-])c1` (configuration not stated) gave FN deposit inh 3, PGC1a acetyl inh -17 and PglD inh -1.
`CCCOC(=O)c1c(NC(=O)/C=C/c2cnn(C)c2C)sc(C(=O)OCC)c1C` gave FN deposit inh 0, PGC1a acetyl inh -6 and PglD inh 5.
`CC(=O)Nc1nnc(SCc2ccc(F)cc2)s1` gave FN deposit inh -2, PGC1a acetyl inh 5 and PglD inh -3.

No new results follow: 6 of the compounds above.
`CCOC(=O)C1=C(c2ccccc2)NC(=S)NC1C` (configuration not stated) gave FN deposit inh 4, PGC1a acetyl inh 12 and PglD inh 8.
Screening COc1ccc(NC(=O)N2CCN(c3cccc(C(F)(F)F)c3)CC2)cc1 returned FN deposit inh 4, PGC1a acetyl inh -7 and PglD inh 4.
For CCOC(=O)C1=C(C)N=C2c3ccccc3C(=O)C2C1c1ccccc1 (configuration not stated) the results were FN deposit inh -2, PGC1a acetyl inh 5 and PglD inh -1.
Screening COc1cccc(C(=O)CN(C(=O)c2ccc(Cl)c(Cl)c2)N2C(=O)C3CCCCC3C2=O)c1 (configuration not stated) returned FN deposit inh 10, PGC1a acetyl inh -2 and PglD inh -9.
`COc1ccc(NC(=S)NC(NC(=O)c2cccc(Cl)c2)C(Cl)(Cl)Cl)c([N+](=O)[O-])c1` (configuration not stated) gave FN deposit inh 3, PGC1a acetyl inh -17 and PglD inh -1.
`CCCOC(=O)c1c(NC(=O)/C=C/c2cnn(C)c2C)sc(C(=O)OCC)c1C` gave FN deposit inh 0, PGC1a acetyl inh -6 and PglD inh 5.

More structures.
Screening Cc1cc(Cl)ccc1OCCCC(N)=O returned FN deposit inh -6, PGC1a acetyl inh -7 and PglD inh 0.
`CC(=O)Nc1ccc(S(=O)(=O)n2cnc3cc(C)c(C)cc32)cc1` gave FN deposit inh 7, PGC1a acetyl inh 30 and PglD inh -2.
`CCCc1[nH]nc2c1C(c1ccc(OCCN3CCOCC3)c(OC)c1)C(C#N)=C(N)O2` (configuration not stated) gave FN deposit inh -3, PGC1a acetyl inh 8 and PglD inh -1.
Screening CC1CCN(C(=O)C2CCN(S(=O)(=O)c3cccc4nonc34)CC2)CC1 returned FN deposit inh 1, PGC1a acetyl inh -2 and PglD inh 1.
For O=C(O)c1ccc(C2CCCCC2)cn1 the results were FN deposit inh -11, PGC1a acetyl inh 1 and PglD inh -6.
`Cc1nn(-c2ccccc2C(=O)O)c(=O)c2ccccc12` gave FN deposit inh -6, PGC1a acetyl inh 13 and PglD inh 2.
For CN(C)CCCNC(=O)c1ccc(Cl)c(S(=O)(=O)N(C)c2ccccc2)c1 the results were FN deposit inh -2, PGC1a acetyl inh -3 and PglD inh 7.
For CN1CCN(C(=O)CN(CCc2ccccc2)S(C)(=O)=O)CC1 the results were FN deposit inh -7, PGC1a acetyl inh -5 and PglD inh -12.
Screening Fc1ccc(N2N=C(c3cccs3)CC2c2ccco2)c(F)c1 (configuration not stated) returned FN deposit inh -10, PGC1a acetyl inh -15 and PglD inh -1.
For Clc1ccc(OCCn2ccnc2)c2ccccc12 the results were FN deposit inh -22, PGC1a acetyl inh -11 and PglD inh -2.
`Cc1cccc(Cc2c(C)nc3nc(SCC(=O)NCc4ccco4)nn3c2C)c1` gave FN deposit inh -1, PGC1a acetyl inh -3 and PglD inh 4.
CCC(C)(C)NC(=O)C(c1cccn1C)N(C(=O)Cn1nnc2ccccc21)c1ccc(OC)cc1OC (configuration not stated) was read as FN deposit inh 7, PGC1a acetyl inh -13 and PglD inh 6.
Screening Oc1ccccc1-c1nc(NCCN2CCOCC2)c2ccccc2n1 returned FN deposit inh -7, PGC1a acetyl inh -20 and PglD inh 2.
`COC(=O)c1ccc(-n2nnnc2SC)cc1` gave FN deposit inh 2, PGC1a acetyl inh -5 and PglD inh 7.
`O=c1oc2ccccc2c(O)c1/C=C1\C=Nc2ccccc21` gave FN deposit inh 13, PGC1a acetyl inh 8 and PglD inh -3.
`COC(=O)c1ccc(N2CCN(S(=O)(=O)c3c(C)cc(C)cc3C)CC2)c([N+](=O)[O-])c1` gave FN deposit inh -1, PGC1a acetyl inh -3 and PglD inh -2.
Screening COc1ccccc1N1CCN(CC(O)COc2ccc3c(C)cc(=O)oc3c2)CC1 (configuration not stated) returned FN deposit inh -5, PGC1a acetyl inh 0 and PglD inh 1.
For CC(Sc1ccc(Cl)cc1)C(=O)Nc1ccc(S(=O)(=O)N2CCOCC2)cc1 (configuration not stated) the results were FN deposit inh -3, PGC1a acetyl inh -5 and PglD inh 0.
Screening N#Cc1c(/N=C/N2CCOCC2)sc2c1CCCCC2 returned FN deposit inh -2, PGC1a acetyl inh -1 and PglD inh 0.
Screening CCc1ccccc1NC(=O)CSc1nnc([C@@H](NC(=O)OC(C)(C)C)C(C)C)o1 returned FN deposit inh -5, PGC1a acetyl inh 5 and PglD inh 3.

6 entries picked at random from the list so far, as already listed:
For CN(C)CCCNC(=O)c1ccc(Cl)c(S(=O)(=O)N(C)c2ccccc2)c1 the results were FN deposit inh -2, PGC1a acetyl inh -3 and PglD inh 7.
`COc1ccc(NS(=O)(=O)c2ccc(SC)cc2)c(OC)c1` gave FN deposit inh -6, PGC1a acetyl inh -18 and PglD inh -1.
Screening CCOC(=O)N1CCN(c2nc(C)c3c(n2)CC(C)CC3=O)CC1 (configuration not stated) returned FN deposit inh 9, PGC1a acetyl inh -20 and PglD inh 2.
Screening Cc1cc(NC(=O)CSc2ccc(-c3ccccc3)nn2)no1 returned FN deposit inh 10, PGC1a acetyl inh 4 and PglD inh 4.
Screening CCc1ccccc1NC(=O)CSc1nnc([C@@H](NC(=O)OC(C)(C)C)C(C)C)o1 returned FN deposit inh -5, PGC1a acetyl inh 5 and PglD inh 3.
Nn1c(SC/C=C/c2ccccc2)nnc1-c1ccccn1 was read as FN deposit inh -1, PGC1a acetyl inh 2 and PglD inh -3.

Following part:
COc1cc(NC(=O)c2ccccc2)c(OC)cc1NC(C)=O was read as FN deposit inh -29, PGC1a acetyl inh 5 and PglD inh -5.
Screening O=C(Nc1cc(N2CCOCC2)ncn1)Nc1cccc2ccccc12 returned FN deposit inh -8, PGC1a acetyl inh -5 and PglD inh -2.
COCCNC(=O)C1CCC(=O)N(c2ccc(OC)cc2)C1c1ccc(OC)c(OC)c1 (configuration not stated) was read as FN deposit inh 9, PGC1a acetyl inh 4 and PglD inh -5.
For COc1ccc(S(=O)(=O)N2Cc3ccccc3CC2C(=O)Nc2nccs2)cc1 (configuration not stated) the results were FN deposit inh 0, PGC1a acetyl inh 5 and PglD inh 4.
`O=C(Nc1sc2c(c1C(=O)O)CCCC2)c1cccs1` gave FN deposit inh -26, PGC1a acetyl inh 7 and PglD inh 4.
`COCc1nnc(NC(=O)c2ccc(S(=O)(=O)N(C)C3CCCCC3)cc2)o1` gave FN deposit inh -16, PGC1a acetyl inh -8 and PglD inh 3.
For COc1ccc(CCNC(=O)c2nnn(-c3cc(C)cc(C)c3)c2N)cc1OC the results were FN deposit inh -18, PGC1a acetyl inh -15 and PglD inh 1.
Screening COC(=O)C(NC(=O)c1ccccc1C)(Nc1ncc(S(=O)(=O)c2ccc([N+](=O)[O-])cc2)s1)C(F)(F)F (configuration not stated) returned FN deposit inh 1, PGC1a acetyl inh -11 and PglD inh -2.
Screening CCc1nnc2n1N=C(c1ccc(-c3cc(Cl)ccc3Cl)o1)CS2 returned FN deposit inh 21, PGC1a acetyl inh -6 and PglD inh 0.
`COc1ccc(OC)c(/C=N/c2oc(-c3ccco3)c(-c3ccco3)c2C#N)c1` gave FN deposit inh 18, PGC1a acetyl inh 2 and PglD inh -5.

Compound activity from PubChem.
